High-throughput results as filed in PubChem.
STAT3 blocker = STAT3 signaling inhibition; U3A cells, IL-6 STAT3-luciferase reporter, luminescence; host cell line lacks STAT1; inhibition, % at 5.5 µM; 190,000 compounds, 0.89% hits;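 active = inhibition above the mean inhibition across all screened compounds plus 3 SD, cut at about 44% in these data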;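 also: 0% = DMSO only wells and 100% = 100 µM nifuroxazide control wells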
TLR4-MyD88 BLA = inhibitors of human TLR4-MyD88 binding; O00206+Q99836; HeLa CL3-4 TLR4/MyD88 BLA complementation, FRET ratio; inhibition, % at 8.4 µM; 200,000 compounds, 0.18% hits; in the data active = inhibition above about 25%;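 also: 0% = vehicle and 100% = reference inhibitor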
Target sequence (O00206 whole entry, looked up): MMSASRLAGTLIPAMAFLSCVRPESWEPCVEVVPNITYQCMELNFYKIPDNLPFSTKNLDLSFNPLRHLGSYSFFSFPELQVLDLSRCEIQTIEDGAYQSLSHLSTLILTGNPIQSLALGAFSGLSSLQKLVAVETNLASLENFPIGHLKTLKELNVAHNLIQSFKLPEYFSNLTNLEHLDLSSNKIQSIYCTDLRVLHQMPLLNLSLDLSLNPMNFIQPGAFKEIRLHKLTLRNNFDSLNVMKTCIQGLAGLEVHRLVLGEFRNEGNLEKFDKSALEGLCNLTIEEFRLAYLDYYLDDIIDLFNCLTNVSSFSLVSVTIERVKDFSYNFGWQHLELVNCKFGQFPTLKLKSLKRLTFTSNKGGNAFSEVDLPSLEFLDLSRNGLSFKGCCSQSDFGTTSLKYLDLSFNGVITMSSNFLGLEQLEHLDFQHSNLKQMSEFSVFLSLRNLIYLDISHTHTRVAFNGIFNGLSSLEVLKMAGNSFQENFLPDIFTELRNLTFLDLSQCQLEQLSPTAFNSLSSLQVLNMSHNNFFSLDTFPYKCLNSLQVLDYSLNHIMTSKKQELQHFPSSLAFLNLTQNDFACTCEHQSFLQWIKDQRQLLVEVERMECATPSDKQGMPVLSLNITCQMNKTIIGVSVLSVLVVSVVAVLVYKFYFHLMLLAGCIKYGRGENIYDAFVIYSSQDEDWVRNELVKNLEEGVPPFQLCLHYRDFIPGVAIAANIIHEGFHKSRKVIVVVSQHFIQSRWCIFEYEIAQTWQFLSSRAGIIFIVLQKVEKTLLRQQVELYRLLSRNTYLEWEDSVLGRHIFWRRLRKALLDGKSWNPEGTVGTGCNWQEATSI
Target sequence (Q99836 whole entry, looked up): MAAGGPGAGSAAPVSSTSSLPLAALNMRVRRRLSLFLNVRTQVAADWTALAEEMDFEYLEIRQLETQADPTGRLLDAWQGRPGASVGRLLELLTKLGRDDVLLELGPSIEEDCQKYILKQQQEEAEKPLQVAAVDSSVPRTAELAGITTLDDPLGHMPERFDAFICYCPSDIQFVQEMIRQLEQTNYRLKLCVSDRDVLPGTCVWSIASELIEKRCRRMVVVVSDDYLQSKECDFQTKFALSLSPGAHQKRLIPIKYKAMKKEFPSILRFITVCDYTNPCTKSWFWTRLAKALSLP
STAT3 activator = activators of IL-6 induced STAT3 signaling; U3A cells, IL-6 STAT3-luciferase reporter, luminescence; 100% = signal with IL-6 EC80 alone; activation (% of control), % at 5.6 µM; 190,000 compounds, 0.91% hits;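 active = activation above the screen-wide mean of compound activation plus 3 SD, cut at about 130% in these data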;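 also: 0% = background luminescence of wells with medium and substrate only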
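Test system: STAT3-luciferase reporter U3A cells; Detection: reporter luminescence signal; Times: 1 h compound pre-exposure, 6 h IL-6 stimulation, 37 °C; Benchmarks: IL-6-only high control; Also added: IL-6 stimulus at 33 ng/mL final.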
PPARg SRC3 recr = promotes SRC-3 coactivator recruitment by human PPARgamma; P37231; AID 731; biochemical PPARgamma/SRC-3 coactivator recruitment assay; 200,000 compounds, 0.26% hits; activation, % at 8 µM; in the data active = activation above about 23%;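 also: 0% = DMSO and 100% = reference agonist; some compounds past the cut are filed as inactive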
ROMK primary = modulators of human ROMK potassium channel; P48048; Tet-inducible ROMK, thallium flux fluorescence; actives lie on both sides; B-score at 10 µM; 130,000 compounds, 2% hits; AID 1918;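 active = signal ratio slope over the read window, or its plate-corrected B-score, at least 3 SD from the plate mean, either direction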;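 also: B-score of the F/F0 ratio slope over 7 to 12 s after thallium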
PPARg SRC-1 ag = promotes SRC-1 coactivator recruitment by human PPARgamma; activation, % at 8 µM; AID 631; PPARgamma-SRC-1 coactivator recruitment biochemical assay; 200,000 compounds, 0.41% hits; in the data active = activation above about 19%;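 also: 0% = DMSO and 100% = reference agonist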
STAT1 blocker = STAT1 signaling inhibition; NIH 3T3 STAT1-luciferase reporter, IFN-gamma, luminescence; AID 920; 200,000 compounds, 0.35% hits; inhibition, % at 5.5 µM;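 active = inhibition above a set limit, the mean inhibition across all tested compounds plus 3 SD, cut at about 34% in these data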;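 also: 0% = IFN-gamma with DMSO and 100% = IFN-gamma with 300 µM nifuroxazide; values of inactives mirror those of a sister screen read the other way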
RAM inhibit = blocks the yeast RAM network; S. cerevisiae dse1pr::URA3 reporter, 5-FOA growth OD615, 2 d; analog-sensitive cbk1-as2 kinase mutant strain; inhibition, % at 50 µM; 190,000 compounds, 1.8% hits; AID 868;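 active = inhibition above a set limit, 3 SD over mean compound inhibition, cut at about 8.4% in these data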;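 also: 0% = DMSO-only wells with no growth and 100% = 10 µM 1-NA-PP1 full growth; inhibition rescues growth on 5-FOA so higher OD means more RAM inhibition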
PPARg SRC-2 ag = PPARgamma-driven SRC-2 recruitment agonism; P37231; PPARgamma LBD-SRC-2 recruitment, biochemical; activation, % at 8 µM; 200,000 compounds, 0.34% hits; AID 1032; in the data active = activation above about 22%;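 also: 0% = vehicle and 100% = reference agonist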
S1P3 antag = S1P3 (human) receptor antagonism; inhibition, % at 4.98 µM; CHO S1P3 NFAT-BLA reporter, FRET fluorescence, antagonist mode; Q99500; 170,000 compounds, 0.27% hits;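 active = inhibition above the plate cutoff, the mean inhibition of test wells on that plate plus 3 SD, cut at about 28% in these data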;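 also: cells challenged with S1P at its EC80 of 0.8 µM; blue over green emission ratio from cleaved BLA substrate after 4 h stimulation; 0% = S1P-stimulated wells and 100% = unstimulated DMSO-only wells; some compounds past the cut are filed as inactive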
SRC2 TRFRET art = counter-screen for PPARgamma SRC-2 recruitment agonists: TR-FRET artefact; TR-FRET ratio at 8 µM; active compounds read high; 200,000 compounds, 0.4% hits; AID 1049; in the data active = TR-FRET ratio above about 2000; also: inactives centre near 1500
Numbers without * were called inactive; · = not tested or not shown.

SMILES	STAT3 blocker	TLR4-MyD88 BLA	STAT3 activator	PPARg SRC3 recr	ROMK primary	PPARg SRC-1 ag	STAT1 blocker	RAM inhibit	PPARg SRC-2 ag	S1P3 antag	SRC2 TRFRET art
CCCCNC(=O)c1ccc(N2CCC3(CC2)OCCO3)c([N+](=O)[O-])c1	-2	-1	100	3	0.04	5	-5	2.2	7	-3	1615
CC1Cc2ccccc2N1C(=O)CCS(=O)(=O)c1cccs1 (stereo unspecified)	2	-3	102	0	·	6	-10	-0.5	7	·	1768
CC(C)C[C@H](NC(=O)Nc1ccc(Oc2ccccc2)cc1)C(=O)O	4	-4	100	0	0.73	6	-2	-0.4	-1	-3	1756
O=C1NCC(COCC2CC=CCC2)O1 (stereo unspecified)	0	17	106	3	0.97	9	-1	-0.1	-1	·	1559
COc1ccc(OC)c(C2C(C(=O)Nc3ccccc3OC)=C(C)Nc3nc(CCCO)nn32)c1 (stereo unspecified)	14	4	95	-1	·	2	3	-0.9	-7	-13	1477
CCOc1ccc(NS(=O)(=O)c2ccc(NC(=O)[C@@H]3CCCC[C@@H]3C(=O)O)cc2)cc1	4	-4	98	2	·	-1	2	6.2	7	-35	1503
Fc1cc(F)c2nc(Nc3nc4c(F)cccc4s3)sc2c1	-34	-9	129	0	-0.044	1	2	3.1	-3	-9	1682
COc1cc(NC(=S)Nc2ccc(Br)cc2Cl)c(OC)cc1Cl	-1	16	97	-6	·	3	-4	1.5	-1	-4	1562
O=C1c2cccnc2C(Nc2ccccc2Br)N1Cc1ccco1 (stereo unspecified)	2	-5	99	1	·	1	3	3.6	7	4	1672
CCSC1=NC2(CCCCC2)Nc2sc3c(c21)CCCC3	0	-1	104	1	-0.01	-3	-3	1.1	13	·	1442
Cc1ccc2c(CSc3nnnn3C)cc(=O)oc2c1	5	-11	104	0	2	5	-9	5.2	-4	-10	1538
O=c1[nH]n(CC2COC3(CCCCC3)O2)c(=O)c2ccccc12 (stereo unspecified)	26	4	81	5	·	3	-13	1.9	-2	-5	1611
COc1ccc(C2C3=C(N=C4SCC(=O)N42)c2ccccc2CC3)cc1OC (stereo unspecified)	3	-11	103	2	·	6	6	1.0	9	13	1483
O=C(O)C1CCCN(S(=O)(=O)c2ccc(Cl)s2)C1 (stereo unspecified)	-2	-5	106	5	·	-6	4	1.6	10	-19	1663
COc1ccc(/C(C)=N/OC/C(O)=C(\C#N)c2nc3ccccc3[nH]2)cc1OC	13	-9	94	3	2.6	3	-3	2.0	7	5	1523
COC(=O)C1C(=O)N2CCCSC2=C(C#N)C1c1cccs1 (stereo unspecified)	-2	-10	104	-3	·	2	7	0.8	-1	2	1602
O=C(CSc1nc2ccccc2o1)Nc1nccs1	12	-2	94	-2	0.46	6	-1	7.0	-4	-14	1489
COC(=O)CSc1nnc(-c2ccccc2OC)n1-c1ccc(C)cc1	-12	-1	112	8	·	5	10	2.6	1	·	1615
CCCN1C(=O)COc2ccc(-c3n[nH]c(=O)c4ccccc34)cc21	28	-16	84	1	-0.83	14	9	3.7	-2	3	1590
CCOC(=O)C(Cc1cc(C(C)=O)ccc1OC(C)C)C(=O)OCC	3	-19	100	7	0.12	1	4	-0.5	1	-11	1598
Cc1ccc(S(=O)(=O)NCCC(=O)Nc2ccc(C)c(Cl)c2)cc1C	11	8	98	4	0.39	4	-1	2.0	2	0	1637
Cc1ccc(C(O)(COC(=O)C(C)C)COC(=O)C(C)C)c(O)c1	·	-8	·	6	·	7	2	0.4	12	-7	1721
COc1cc(NC(=O)Cc2ccccc2)c(C(=O)O)cc1OC	3	-4	102	4	·	10	11	0.1	-2	10	1593
Cc1ccc(S(=O)(=O)Nc2ccccc2C(=O)Nc2nc(-c3ccc(F)cc3)cs2)cc1	45*	12	63	5	·	10	30	8.2	6	-1	1550
O=c1ccc2ccc(Oc3ccc(Cl)cc3[N+](=O)[O-])cc2o1	7	11	97	-1	0.82	12	-6	4.6	5	16	1647
CS(=O)(=O)N(Cc1ccccc1)c1ccccc1C(=O)Nc1ccccc1C(=O)NCc1ccco1	-6	-1	106	-4	-0.21	-2	-2	-1.4	3	·	1457
C1=CC2CCC1ON2c1ccccc1 (stereo unspecified)	-4	-6	101	1	-0.0085	2	6	0.0	0	-20	1470
COc1ccc(CN(C)Cc2nc(Cc3ccccc3Cl)no2)cc1OC	5	-6	99	2	-0.073	5	18	2.0	10	10	1657
CC(C)NC(=O)/C(=C/c1ccco1)c1ccccc1	0	10	107	11	0.81	-2	0	-0.2	0	·	1525
CCn1c(C)nc2cc(C(=O)NNS(=O)(=O)c3ccc(C)c(C)c3)ccc21	0	2	100	3	1.4	-5	-3	0.3	-3	·	1386
Cn1cccc1/C=C1\CCC/C(=C\c2cccn2C)C1=O	13	35*	93	2	·	6	-56	0.9	13	·	1662
CCOc1ccc(CNc2ccc(N3CCOCC3)c(C(=O)O)c2)cc1	2	2	102	-11	·	-8	3	1.5	-4	·	1417
CCC(=O)NC(c1ccc(N(C)C)cc1)c1c(O)ccc2ccccc12 (stereo unspecified)	-14	-10	118	9	-0.11	-3	-2	-0.4	7	-9	1553
O=C(CSc1ccc(-c2cccs2)nn1)N1CCCCCC1	-10	0	107	0	0.064	1	-5	-0.4	6	-14	1581
Brc1ccc(/C=N/N2CCN(C3c4ccccc4-c4ccccc43)CC2)s1	6	-6	103	3	·	8	-8	2.4	-2	·	1543
c1ccc(C2Nc3ccccc3-c3nc4ccccc4n32)nc1 (stereo unspecified)	22	-8	86	-3	-1.7	1	-17	0.1	-11	·	1397
CCC(C)NC(=O)c1cc(CC(C)C)on1 (stereo unspecified)	-13	-18	116	1	·	-1	-19	0.8	8	-15	1479
COc1cc(NC(=O)Cc2c(C(=O)O)n(C)c3ccccc23)cc(OC)c1OC	17	-22	88	4	-0.97	8	4	5.6	0	-16	1768
Cc1nnsc1C(=O)Nc1ccccc1	0	-6	101	2	·	2	1	1.6	0	-2	1488
CCn1ncc(C2=NOC(C(=O)Nc3ccc4c(c3)OCO4)C2)c1C (stereo unspecified)	4	-1	100	-7	-0.13	-2	-9	1.7	-9	-12	1392

Shown as a hit in TLR4-MyD88 BLA, of those listed so far:
mol	TLR4-MyD88 BLA	STAT3 activator	PPARg SRC3 recr	ROMK primary	PPARg SRC-1 ag	STAT1 blocker	RAM inhibit	PPARg SRC-2 ag	S1P3 antag
Cn1cccc1/C=C1\CCC/C(=C\c2cccn2C)C1=O	35*	93	2	·	6	-56	0.9	13	·

Looked up by compound from the list above (2):
SMILES	STAT3 blocker	TLR4-MyD88 BLA	STAT3 activator	PPARg SRC3 recr	ROMK primary	PPARg SRC-1 ag	STAT1 blocker	RAM inhibit	PPARg SRC-2 ag	S1P3 antag	SRC2 TRFRET art
O=C(CSc1nc2ccccc2o1)Nc1nccs1	12	-2	94	-2	0.46	6	-1	7.0	-4	-14	1489
CCC(C)NC(=O)c1cc(CC(C)C)on1 (stereo unspecified)	-13	-18	116	1	·	-1	-19	0.8	8	-15	1479

Next section:
SMILES	STAT3 blocker	TLR4-MyD88 BLA	STAT3 activator	PPARg SRC3 recr	ROMK primary	PPARg SRC-1 ag	STAT1 blocker	RAM inhibit	PPARg SRC-2 ag	S1P3 antag	SRC2 TRFRET art
CCOC(=O)N1CCC2(CC1)C(C#N)=C(N)Oc1c2sc2nc(C)cc(C)c12	4	4	99	3	·	-5	18	0.4	9	2	1244
CCn1c(SCC(O)c2ccccc2)nnc1-c1ccccc1 (stereo unspecified)	-5	4	104	3	0.018	7	-19	0.8	4	-3	1587
Cc1cc([N+](=O)[O-])cc2c1NCC1CC=CC21 (stereo unspecified)	6	-2	95	7	0.61	1	5	1.4	-4	3	1600
CS(=O)(=O)N1CCN(C(=O)Nc2ccccc2)CC1	8	-6	96	6	1.8	12	-3	1.1	10	8	1789
COc1ccc(N2CCN(C(CNC(=O)c3ccc4c(c3)OCO4)c3ccco3)CC2)cc1 (stereo unspecified)	6	-11	104	3	-0.36	5	2	-0.6	0	8	1628
Cc1ccc(C)c(OCC(O)CN2CCN(CCN3C(=O)c4cccc5cccc(c45)C3=O)CC2)c1 (stereo unspecified)	19	6	83	2	-0.68	4	9	2.3	12	-11	1695
CCc1ccc(NC(=O)CSc2n[nH]c(C)c2[N+](=O)[O-])cc1	13	-6	89	6	-0.41	7	-7	4.5	9	1	1603
CCSc1nc2c(sc3nc(C)cc(C)c32)c(=O)[nH]1	6	6	97	-6	·	5	14	1.5	10	·	1623
CCC(C)N(C(=O)C(F)(F)F)C(C(=O)NC1CCCCC1)c1ccncc1 (stereo unspecified)	-1	-16	103	11	1	2	-5	0.7	19	·	1538
Cc1cc(C)n2nc(C(=O)NCc3ccccc3)nc2n1	11	-2	94	-5	·	2	2	0.0	-3	·	1569
CCOC(=O)C1=C(NC#N)OC(C)=C(C)C1c1ccc(O)cc1 (stereo unspecified)	-1	1	104	13	·	0	3	1.8	7	-9	1583
Cc1cc(C)nc(SCc2nnc(SCC(=O)Nc3c(C)cccc3C)o2)n1	6	-14	97	2	·	2	8	2.8	5	·	1586
CCN1CCCc2cc(CN(CCN3CCOCC3)C(=S)Nc3ccccc3OC)ccc21	2	-12	107	0	-0.78	-7	-2	-1.2	-7	-5	1325
CCC(CC)N1CCN(CCc2ccccc2)C(CCO)C1 (stereo unspecified)	2	-5	104	0	-0.28	-5	5	1.1	3	7	1729
CCOc1ccccc1NC(=O)C(CC(C)C)NC(=O)C1CCC(C)CC1 (stereo unspecified)	-12	13	107	6	-0.37	2	-2	1.3	-4	·	1473
CCn1c(=O)c(=O)[nH]c2cc(C(=O)NCC3CCCCC3)ccc21	5	-13	96	6	·	4	1	0.8	4	2	1602
COC(=O)c1c(N)sc(C(=O)N2CCOCC2)c1C	11	-3	94	17	·	5	7	0.9	12	8	1493
Cc1ccc(-c2nc(C)sc2CC(=O)NCc2ccco2)cc1	2	-9	104	-6	·	-13	4	2.9	-4	-20	1334
Cc1ccc(-c2nc(N)n(C(=O)Cc3ccccc3)n2)cc1	2	-2	98	-6	·	-1	2	0.1	1	-2	1559
O=C(O)CN1C(=O)CCS(=O)c2ccccc21 (stereo unspecified)	8	-13	93	6	·	8	-4	1.5	-6	-3	1541
CCN(CC)CCNC(=O)C12CC3CC(C)(CC(C)(C3)C1)C2	6	8	100	-8	0.097	-4	4	-0.6	0	·	1496
CC(=O)NN1C(=O)/C(=C/c2ccc(Br)o2)SC1=S	9	13	95	3	·	0	19	1.5	8	·	1425
COc1ccc(CN(C)CC(=O)Nc2cc(OC)c([N+](=O)[O-])cc2C)c(OC)c1	-7	-5	109	0	·	-2	-9	0.2	-2	-1	1536
CN(CCc1ccccn1)c1ncnc2[nH]ncc12	6	12	98	14	·	1	10	3.7	6	6	1472
O=c1[nH]nc(CNc2ccc(C(F)(F)F)cc2)c2ccccc12	21	-11	85	0	0.3	4	-12	2.8	4	-8	1669
CC1CCN(c2ncnc3ccccc23)CC1	31	4	76	-3	·	-1	5	0.9	2	·	1453
Cc1ccccc1OCC(=O)O/N=C(\N)Cc1ccc(Cl)cc1	5	-10	99	-10	·	-1	-3	0.7	2	·	1506
